GALK inh – galactokinase (human) inhibition; AID 1868; P51570; Potency, µM (titrated, usually from 57.5 µM), for the others: top-dose activity change, negative = inhibition, hits mostly inhibitors; actives 0.007% (n = 270,000); Purified GALK, Kinase-Glo residual ATP luminescence; further: potency means the concentration at half of the fitted maximal effect; on the % scale 0 is the no-effect control and ±100 the full control effect
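Kinase-Glo Plus luminescence measured ATP left after a 1 h room-temperature reaction. The reaction used 5 nM GALK, 100 uM galactose and 35 uM ATP at pH 8.0 (20 mM HEPES, 5 mM MgCl2, 60 mM NaCl, 1 mM DTT, 0.01% BSA).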
hERG WT inh – blocks the wildtype human KCNH2 potassium channel; Q12809; U2OS, BacMam KCNH2, thallium flux FluxOr; active compounds read low; activity change, % at 1.84 µM; actives 0.37% (n = 340,000);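 active means maximum activity change below -70%; inconclusive means maximum activity change between -70% and -50%; inactive means maximum activity change above -50%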; further: on the % scale 0 is the no-effect control and ±100 the full control effect
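U2OS cells transduced with wild-type KCNH2 virus are loaded with FluxOr dye for 45 min, and thallium flux is measured in kinetic reads before and after stimulation buffer. Rate constants are normalized to DMSO controls.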
FBPA coupling cs – inhibits coupling enzyme system, counter-screen for aldolase hits. activity change, negative = inhibition, % at 58.2 µM, hits read low. actives 0.67% (n = 290,000). AID 2472. coupling enzyme system counterscreen, AmpLite Red fluorescence; in the data active means activity change below about -30%; further: on the % scale 0 is the no-effect control and ±100 the full control effect
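First, compound is pin-transferred into glyceraldehyde-3-phosphate coupling-enzyme reagent at 57.5 uM final and held 10 min at RT. Next, substrate, coupling system and AmpLite Red are added. After 20 min RT, fluorescence (525/598 nm) is read.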
B2AR arrestin – beta2AR (human) beta-arrestin recruitment activity; actives 0.02% (n = 330,000); beta-arrestin recruitment to beta2AR, cell-based reporter; AID 492947; Potency, µM (doses to about 46.1 µM), without a hit: top-dose activation, actives largely listed as activators;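 further: potency means the concentration at half of the fitted maximal effect; 0% = DMSO controls and full agonism = EC100 isoproterenol or metaproterenol; nearly all actives have a fitted effect of over 65% in size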
Target sequence (P07550 whole entry, looked up): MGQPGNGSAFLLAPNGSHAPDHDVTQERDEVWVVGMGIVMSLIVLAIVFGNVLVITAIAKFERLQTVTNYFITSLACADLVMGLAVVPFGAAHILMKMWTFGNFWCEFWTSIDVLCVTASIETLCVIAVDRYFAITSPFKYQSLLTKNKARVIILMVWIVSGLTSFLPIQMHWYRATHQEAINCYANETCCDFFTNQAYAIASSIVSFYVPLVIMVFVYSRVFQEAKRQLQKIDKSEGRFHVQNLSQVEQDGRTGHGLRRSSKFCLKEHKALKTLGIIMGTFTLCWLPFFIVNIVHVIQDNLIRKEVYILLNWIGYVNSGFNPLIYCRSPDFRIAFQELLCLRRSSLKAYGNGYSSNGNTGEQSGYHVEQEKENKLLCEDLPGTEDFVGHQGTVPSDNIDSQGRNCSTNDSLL
TRPV1 ag – agonists of human vanilloid receptor 1 (TRPV1). Q8NER1. TRPV1-expressing cells, Fluo-8 calcium influx, agonist mode. activation, % at 8.33 µM. actives 0.19% (n = 320,000); in the data active means activation above about 80%; inconclusive means between about 30% and that limit; further: 0% is about no effect
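Fluo-8 calcium influx in TRPV1-expressing cells, kinetic read (ex 480/em 520 nm). Compound added and read 3 min for agonist activity, followed by capsaicin at EC20 final and 2 min further read for enhancement.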
Menin MLL FP TR – displaces Texas Red mutant MLL peptide from human menin. O00255. actives 0.23% (n = 270,000). Potency, µM (doses to about 61.6 µM), for the others: top-dose FP activity change, negative = inhibition, hits mostly inhibitors. Menin + Texas Red MLL mutant peptide, fluorescence polarization. AID 1768; active means well fitted inhibition curve with a large enough effect in the polarisation, with a control signal flat, not every such curve was filed as active; inconclusive means small, poorly fitted or top-dose-only effect, or effect the other way, or a change in a side signal; inactive means no such curve, though single readings can be large or run the other way; the % refers to the polarisation; further: potency means the concentration at half of the fitted maximal effect; % of control where 0% means no effect; many of its hits are not listed in these tables
PKM2 activator – PKM2 (human) enzyme activation; P14618; purified PKM2, Kinase-Glo ATP luminescence, activation; response scale: 0% is enzyme alone, no compound; Potency, µM (doses to about 57.5 µM), for inactives: at the highest dose activation, most hits filed as activators; actives 0.34% (n = 260,000); further: potency means the concentration at half of the fitted maximal effect; on the % scale 0 is the no-effect control and ±100 the full control effect; nearly all actives have a fitted effect of over 55% in size
Target sequence (P14618 whole entry, looked up): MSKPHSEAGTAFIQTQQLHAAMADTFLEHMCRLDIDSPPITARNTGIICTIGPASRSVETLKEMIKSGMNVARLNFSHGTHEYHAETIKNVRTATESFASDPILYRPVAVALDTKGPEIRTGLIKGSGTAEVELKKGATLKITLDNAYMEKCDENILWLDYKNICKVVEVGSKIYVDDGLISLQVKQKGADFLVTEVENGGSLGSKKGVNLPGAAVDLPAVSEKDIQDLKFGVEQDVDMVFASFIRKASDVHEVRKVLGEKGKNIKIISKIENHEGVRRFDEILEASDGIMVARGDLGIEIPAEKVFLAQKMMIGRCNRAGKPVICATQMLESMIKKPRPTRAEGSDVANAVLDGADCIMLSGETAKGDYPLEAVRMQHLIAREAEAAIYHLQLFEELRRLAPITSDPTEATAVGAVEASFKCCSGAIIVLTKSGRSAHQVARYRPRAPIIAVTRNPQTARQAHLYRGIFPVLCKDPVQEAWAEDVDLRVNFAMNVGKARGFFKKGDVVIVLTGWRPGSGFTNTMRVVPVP
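Kinase-Glo luminescence reports ATP generated from ADP (0.1 mM) and PEP (0.5 mM) by purified hPK-M2 after 1 h at room temperature, pH 7.2 imidazole buffer; intermediate enzyme activity allows detecting inhibitors and activators.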
Giardia killer – Giardia lamblia killing. Giardia lamblia trophozoite viability. activity change, % at 7.66 µM, hits read low. actives 0.15% (n = 340,000); in the data active means activity change below about -80%; inconclusive means between about -30% and that limit;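 further: parasites exposed to compound for two days anaerobically before the ATP read; on the % scale 0 is the no-effect control and ±100 the full control effect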
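Trophozoites 100 cells/well + cpd; 48 hrs, 37 deg C, anaerobic. ATPLite 1-Step added, 15-30 min RT, luminescence read (ATP-based viability).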
MLL CXXC-DNA inh – inhibitors of human MLL CXXC domain-DNA interaction. MLL-CXXC / FITC-HOXA9 DNA fluorescence polarization. actives 0.037% (n = 290,000). Potency, µM (top dose mostly 115 µM), without a hit: top-dose activity change, negative = inhibition, usual class: inhibitors; active means well fitted inhibition curve with a large enough effect in the polarisation, with a control signal flat, not every such curve was filed as active; inconclusive means small, poorly fitted or top-dose-only effect, or effect the other way, or a change in a side signal; inactive means no such curve, though single readings can be large or run the other way; the % refers to the polarisation; further: potency means the concentration at half of the fitted maximal effect
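Steps: dispense CXXC domain solution (7 uM) → pin compounds or unlabeled HOX-A9 DNA control → 5 min ambient → add FLSN-HOX-A9 solution (50 nM) → spin → 30 min ambient → fluorescence polarization. Tris pH 7.5/NaCl/DTT/BSA buffer.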
KCNH2 3.1 inh – inhibitors of human KCNH2 3.1 potassium channel isoform | U2OS KCNH2 3.1, thallium flux FluxOr; active compounds read low | activity change, % (tested at about 1.8 µM) | actives 0.95% (n = 340,000) | AID 720553;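 active means maximum activity change below -70%; inconclusive means maximum activity change from -70% to -50%; inactive means maximum activity change above -50%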;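 further: thallium influx rate constant from kinetic fluorescence after stimulation buffer; on the % scale 0 is the no-effect control and ±100 the full control effect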
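FluxOr-based Tl+ influx in U2OS cells transduced with KCNH2 3.1 virus; rate constants normalized to DMSO controls.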
USP2a block – inhibitors of human ubiquitin-specific protease USP2a; Potency, µM (doses to about 38.3 µM), for inactives: at the top dose activity change, negative = inhibition, most hits filed as inhibitors; USP2 core, Ub-CHOP2 coupled fluorogenic reporter, 485/531; AID 463254; actives 0.01% (n = 330,000);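 further: potency means the concentration at half of the fitted maximal effect; plate controls were DMSO wells for no effect and full inhibition by NEM control for full effect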
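Deubiquitinase activity read as fluorescence (485/531 nm) after Ub-CHOP2 cleavage activates the enterokinase reporter on its substrate; USP2 core 10nM, Ub-CHOP2 and substrate 25nM each, 30min compound preincubation then 60min RT; data normalized to NEM, curves fitted.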
Active calls of the source: *; ? = inconclusive; · = not tested or not shown; [ ] = another dose, or the depositor's remark. Unless noted, the call rests on the fitted dose curve; in most records, active means well fitted curve in the direction sought with a large enough effect; inconclusive means small, poorly fitted or top-dose-only effect, or another doubt; inactive means no such curve, though single readings can be large; an effect the other way counts as inactive or inconclusive. A portion of the library. The share of hits here may be higher or lower than overall.

SMILES	GALK inh	hERG WT inh	FBPA coupling cs	B2AR arrestin	TRPV1 ag	Menin MLL FP TR	PKM2 activator	Giardia killer	MLL CXXC-DNA inh	KCNH2 3.1 inh	USP2a block
C=CCC1C=C(Cc2ccccc2)CC(CC=C)N1 (stereo not given)	1%	4	1	-0.1%	-2	-21%	-5%	-23	3%	7	0%
CCN(CC)S(=O)(=O)c1ccc(/C(O)=C(\C#N)c2nc3ccccc3n2C)cc1	16%	-3	1	0.2%	1	6%	-1%	12	-23%	1	-1%
Cc1cc(C(C)(C)C)cc(S(=O)(=O)NCCO)c1C	-2%	2	0	-0.1%	3	0%	-1%	11	1%	5	1%
CC1(C)N=C(N)N=C(N)N1c1ccc(F)cc1F	1%	-3	0	-0.3%	-2	5%	10%	-2	0%	·	0%
CCn1cc(CNC(=O)c2cc(-c3cc(OC)ccc3OC)nc3ccccc23)c(C)n1	0%	3	-1	0.3%	5	4%	6%	7	0%	11	5%
COc1cc(/C=C/C(=O)N2CCC=CC2=O)cc(OC)c1OC	·	3	3	-0.4%	3	2%	·	11	·	-1	2%
CCN(CC)CCN(C(=O)c1ccc(N2C(=O)CCC2=O)cc1)c1nc2cc3c(cc2s1)OCCO3	0%	-45	0	-0.1%	-4	4%	-12%	24	13%	-1	-3%
COc1ccc(N2CCN(C(=O)CCc3c[nH]c4ccccc34)CC2)cc1	3%	7	1	0.0%	17	-12%	0%	9	-2%	-12	2%
Cc1cc([N+](=O)[O-])nn1CC(=O)NNC(=S)Nc1ccc(F)cc1	1%	-5	-4	-0.4%	·	·	1%	-4	-18%	-10	4%
CCOC(=O)/C(=C\C=C\c1ccccc1)NC(=O)c1ccccc1	-5%	-4	-1	0.3%	26	4%	1%	-7	-9%	0	0%
Cc1ccc(O)c(C2=NNC(O)(C(F)(F)F)C2)c1 (stereo not given)	1%	-7	0	-2.2%	1	9%	2%	-29	4%	-5	-1%
COc1ccc(NC(=S)NNS(=O)(=O)c2ccc3ccccc3c2)c(OC)c1	-1%	-3	-1	-0.4%	0	13%	1%	-15	-10%	17	1%
CC/C(=C1/C(=O)CC(C)(C)C(C(=O)OC)C1=O)N1CCCC1 (stereo not given)	-3%	4	2	-0.3%	-1	-4%	2%	11	11%	13	1%
Cc1ccc(C(=O)Nc2ccc3c(c2)OCO3)cc1S(=O)(=O)N1CCCCC1	-3%	4	-1	-0.2%	?	-22%	14%	3	4%	-19	-1%
COc1cccc(-c2cc(=O)c3cc(NC(C)=O)ccc3[nH]2)c1	·	-15	-2	-0.6%	0	-2%	-4%	-5	4%	-26	2%
CC1(C(=O)O)CCC(C(=O)Nc2ccccc2O)C1(C)C (stereo not given)	4%	-2	2	-0.1%	1	2%	-6%	-10	0%	6	2%
CCOc1ccc(NC(=O)CN(C)C(=O)c2cc(C3CC3)nn2-c2ccccc2)cc1OCC	·	2	·	-0.2%	1	·	·	2	·	-6	0%
CCCn1nnc(NC(=O)c2ccc(F)cc2)n1	-3%	21	2	-0.2%	2	2%	3%	-1	-4%	·	1%
CC(Oc1ccc(Cl)cc1)C(=O)Nc1sccc1C(N)=O (stereo not given)	-2%	-2	-3	-1.1%	3	?	-1%	15	2%	3	2%
O=C(CN1CCOCCOCCOCC1)Nc1ccccc1	1%	-5	5	-0.5%	0	12%	0%	-12	-1%	-15	0%
CC1CN(S(=O)(=O)c2cccc(-c3cn4ccccc4n3)c2)CC(C)O1 (stereo not given)	7%	-5	3	0.3%	2	2%	-1%	9	-4%	1	-11%
Cc1ccc(CNC(=O)CSCc2cccc(F)c2)cc1	1%	4	0	-0.2%	?	10%	10%	-3	5%	-3	3%
Cc1ccccc1NC(=O)Cc1nc(COC(=O)c2cccc(O)c2)cs1	·	-16	·	0.0%	4	·	·	6	·	-12	6%
COc1ccc(C2CC(=O)C(C=NCCCN3CCOCC3)=C(O)C2)cc1 (stereo not given)	0%	6	2	-0.1%	-1	13%	0%	-19	5%	6	-1%
CCCC(=O)Nc1ccc2nc(C)n(Cc3ccccc3Cl)c(=O)c2c1	3%	-2	-2	-0.2%	3	-17%	1%	-4	-1%	-6	-1%
COCCN(CC1CCCN(C2Cc3ccccc3C2)C1)C(=O)CCSC (stereo not given)	-3%	11	0	0.5%	1	1%	1%	-18	3%	-13	-1%
O=C(NCCc1ccccc1)C(NS(=O)(=O)c1cccc2nsnc12)c1ccccc1 (stereo not given)	·	7	0	-0.1%	-3	0%	-1%	27	-3%	-12	0%
CCOC(=O)N1CCN(C(=O)/C(=C/c2ccc(Cl)cc2)NC(=O)c2ccccc2)CC1	1%	-3	6	0.0%	-2	-20%	11%	0	11%	-31	0%
COc1ccc(C2SCCN2C(=S)Nc2cccc(C(F)(F)F)c2)cc1 (stereo not given)	0%	-2	0	0.0%	4	?	11%	12	-6%	-3	1%
COC(=O)CCC(=O)Nc1ccc(Cl)c(Cl)c1	3%	-19	-2	0.6%	8	4%	-1%	7	-6%	-3	0%
COc1ccc(N=C(C)C2=C(O)COC2=O)cc1	0%	-8	-1	-0.8%	-1	3%	-5%	16	16%	9	2%
CCCc1cc(=O)oc2cc(OCC(=O)NC3CC(C)(C)NC(C)(C)C3)ccc12	0%	-5	0	-0.3%	2	-8%	·	5	0%	3	-1%
CCn1ncc(/C=C/C(=O)Nc2c(C)nn(Cc3ccc(Cl)cc3Cl)c2C)c1C	3%	5	8	5.3%	2	-15%	-8%	26	-14%	-4	2%
O=C(CNC(=O)c1ccccn1)N/N=C/c1ccc2c(c1)OCO2	5%	-4	3	-0.1%	4	-4%	7%	-2	7%	-9	-2%
CCC1=NN(C(=O)c2cccc(Br)c2)C(O)(c2ccc(Br)cc2)C1 (stereo not given)	-1%	34	1	0.6%	3	7%	-7%	-12	16%	1	-7%
Cc1ccc(NC(=O)/C(=C\c2ccccc2)NC(=O)c2ccco2)cc1	4%	4	3	-0.2%	-3	·	-7%	-6	4%	-6	2%
COc1cccc(NC(=O)CN2CCCCCC2)c1	5%	4	-1	0.0%	-4	-4%	-4%	-18	-7%	-2	-1%
O=C(C1=NN[C@@H]2C(=O)N(c3cccc(C(F)(F)F)c3)C(=O)[C@H]12)c1ccc2ccccc2n1	-4%	3	1	0.3%	7	9%	16%	-5	4%	-5	3%
O=C1/C(=C/c2cccc(Cl)c2)CSc2sccc21	-1%	0	3	-0.4%	12	·	14%	-5	-2%	2	-2%
C#CCOCCOCCOCCNc1nc(N2CCN(C(=O)CCCCCCCCCCNC(=O)[C@@H](CCC(=O)O)n3cc(CCCCCN)nn3)CC2)nc(N2CCN(C(=O)CCCCCCCCCCNC(=O)[C@H](CO)n3cc(CCCCCN)nn3)CC2)n1	·	4	·	0.1%	-5	·	·	-3	·	23	0%
Cc1ccc(S(=O)(=O)N2CCC3(CC2)CC(=O)c2ccccc2O3)cc1	·	2	·	-0.1%	15	·	·	-14	·	-15	1%
CCC1=C(OC(=O)c2ccccc2)C(C)(C)C(c2ccccc2)OC1=O (stereo not given)	1%	7	1	0.5%	24	-14%	-1%	-11	148%[activator]	4	5%
CC1CCN(C2=NC(=O)/C(=C/c3ccc(O)cc3)S2)CC1	-3%	10	3	0.0%	3	-1%	-2%[11.5 µM]	-5	0%	6	0%
CCOC(=O)NC1(NC2CCCCC2)Oc2ccccc2O1	-1%	-10	-6	0.0%	5	-12%	4%	-2	6%	4	-3%
Cc1nc(SCC(=O)c2ccc(Cl)s2)c2oc3ccccc3c2n1	-1%	4	5	0.4%	-3	-30%	17%	2	12%	-9	10%
COc1ccc(-c2csc(C3=C(O)CN(Cc4ccc(Cl)cc4)C3=N)n2)cc1OC	1%	5	1	-0.2%	17	?	9%	-8	21%	-10	1%

Entries of single compounds, looked up by structure.
`Cc1cc(C(C)(C)C)cc(S(=O)(=O)NCCO)c1C` as listed: GALK inh: -2%; hERG WT inh: 2; FBPA coupling cs: 0; B2AR arrestin: -0.1%; TRPV1 ag: 3; Menin MLL FP TR: 0%; PKM2 activator: -1%; Giardia killer: 11; MLL CXXC-DNA inh: 1%; KCNH2 3.1 inh: 5; USP2a block: 1%
`Cc1cc([N+](=O)[O-])nn1CC(=O)NNC(=S)Nc1ccc(F)cc1` as listed: GALK inh: 1%; hERG WT inh: -5; FBPA coupling cs: -4; B2AR arrestin: -0.4%; TRPV1 ag: ·; Menin MLL FP TR: ·; PKM2 activator: 1%; Giardia killer: -4; MLL CXXC-DNA inh: -18%; KCNH2 3.1 inh: -10; USP2a block: 4%

Screens deposited in PubChem BioAssay by National Center for Advancing Translational Sciences (NCATS).
